C8 TRAIL sens: viability loss with TRAIL in NB7+C8 cells, primary screen, TRAIL sensitizer project, cell-based, ATPlite luminescence; inhibition (viability loss, TRAIL sensitization), % at 10 µM; actives 1% (n = 360,000); AID 624354, 2012;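 active means compounds causing at least 50% loss of cell viability in the single-dose screen, relative to plate controls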
NCOA2 inhibitor: inhibition of GAL4-SRC2 driven luciferase reporter, primary screen, SRC2 inhibitor project, cell-based, luminescence. HEK293 GAL4-SRC2 luciferase reporter. actives 0.17% (n = 370,000). Nuclear receptor coactivator 2 (Homo sapiens), Q15596. inhibition, % at 9 µM;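 active means inhibition above the mean inhibition of all tested compounds plus 3 SD, set per campaign, cut at about 52% in these data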;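 further: 0% = DMSO treated cells and 100% = cells given Gossypol at 36 µM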
EBV LMP1 NFkB: EBV LMP1-driven NF-kappaB luciferase reporter inhibitors, primary screen, cell-based, luminescence, single point; LMP1-induced NF-kappaB luciferase reporter cells; actives 0.69% (n = 350,000); AID 504558, 2011; inhibition, % at 12.5 µM; in the data active means inhibition above about 41%;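 further: 0% = neutral control wells and 100% = reference inhibitor control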
KKLEB tox: cytotoxicity in KKLEB CF airway cells, primary screen, cytotoxicity control for CF NF-kB inhibitor project, cell-based, uHTS, fluorescence assay plates; KKLEB CF airway cells viability, ATPlite luminescence, overnight; hits give low values; cells stimulated with P. aeruginosa culture filtrate; activity change (cytotoxicity), % at 5 µM; actives 0.36% (n = 360,000); AID 602141, 2011;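 active means corrected activity change at or below -50% at 5 µM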
NR2F2 inh: NR2F2 transcriptional activity inhibitors, primary screen, cell-based, luciferase reporter, HEK293T, luminescence | HEK293T NGFI-A luciferase reporter | actives 0.7% (n = 370,000) | inhibition, % at 8.6 µM | COUP transcription factor 2 (Homo sapiens), P24468 | AID 686940, 2013;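 active means inhibition above a per-plate cutoff, mean inhibition of test wells between control levels plus 3 SD, cut at about 38% in these data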;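 further: cells cotransfected with COUP-TFII expression vector driving the NGFI-A reporter; 0% = median of COUP-TF2 test wells and 100% = reporter-only cells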
SRC3 inh: SRC3 coactivator transcriptional activity inhibitors, primary screen, cell-based, luminescence; Nuclear receptor coactivator 3 (Homo sapiens), Q9Y6Q9; HEK293 GAL4-SRC3 luciferase reporter; inhibition, % at 3.6 µM; actives 0.17% (n = 360,000); AID 588352, 2011;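 active means inhibition above a per-campaign cutoff, the mean of all compounds plus 3 SD, cut at about 60% in these data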;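 further: 0% = DMSO-treated cells and 100% = gossypol-treated cells at 36 µM; higher means less SRC3-driven luciferase light from the GAL4 reporter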
TWEAK-Fn14 inh: inhibitors of TWEAK-Fn14 signaling, primary screen, luciferase reporter cells, uHTS | actives 2% (n = 360,000) | AID 1159606, 2016 | inhibition, % at 10 µM | TWEAK-stimulated Fn14 reporter cells, luciferase luminescence, 8 h; in the data active means inhibition above about 50%
LRH-1 inv ag: LRH-1 (NR5A2) inverse agonists, primary screen, cell-based, luminescence, HEK293T, StAR-luciferase reporter; Nuclear receptor subfamily 5 group A member 2 (Homo sapiens), O00482; LRH-1 transfected, 24 h; inhibition, % at 3.6 µM; actives 0.13% (n = 360,000); AID 602396, 2012;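 active means inhibition above the mean inhibition of all tested compounds plus 3 SD, cut at about 73% in these data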;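 further: 0% = DMSO wells and 100% = reporter-only cells lacking LRH-1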
CF NFkB block: inhibitors of PAF-induced NF-kB signaling, primary screen, cell-based, GFP fluorescence, uHTS; KKLEB NF-kB-GFP reporter, GFP fluorescence overnight; inhibition, % at 5 µM; actives 0.86% (n = 360,000); AID 588850, 2011;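 active means at least 50% inhibition at 5 µM, scaled per plate between neutral and stimulator controls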;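 further: PAF is a Pseudomonas aeruginosa culture filtrate used as stimulus; plate controls were PAF-stimulated DMSO wells for no effect and unstimulated DMSO wells for full effect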
TROY signal inh: inhibitors of TROY-driven NF-kB signaling, primary screen, Q293 LMP1-TROYcd cells, NF-kB luciferase, uHTS; Q293 LMP1-TROYcd NF-kB luciferase reporter, 4 h; inhibition, % at 10 µM; actives 0.98% (n = 360,000); AID 1347056, 2019;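 active means compounds whose plate-normalised and pattern-corrected inhibition of the luciferase reporter signal at the single screening dose is 50% or more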
NCOA1 inh: SRC1 coactivator transcriptional activity inhibitors, primary screen, cell-based, luminescence | Nuclear receptor coactivator 1 (Homo sapiens), Q15788 | HEK293 GAL4-SRC1 luciferase reporter | inhibition, % at 3.6 µM | actives 0.12% (n = 360,000) | AID 588354, 2011;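 active means inhibition above the campaign mean plus 3 SD, with each screening campaign given its own cutoff, cut at about 60% in these data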;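 further: 0% = DMSO treated cells and 100% = gossypol at 36 µM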
Starred values were filed as active, the others as inactive; · = no result given.

Preview, four compounds:
SMILES	C8 TRAIL sens	NCOA2 inhibitor	EBV LMP1 NFkB	KKLEB tox	NR2F2 inh	SRC3 inh	TWEAK-Fn14 inh	LRH-1 inv ag	CF NFkB block	TROY signal inh	NCOA1 inh
COc1ccccc1C(CNC(=O)c1ccco1)N1CCCC1 (stereo not drawn)	5	-42	-5	3	1	5	-7	-23	0	-53	-10
CC(=O)Nc1ccc(C(=O)CS(=O)(=O)c2ccc(C)cc2)cc1	-18	-37	5	-9	-13	18	-8	-13	5	-19	-23
COC(=O)c1noc(C)c1-c1ccnn1C(=O)c1ccc(C)cc1	-8	-28	-4	0	-5	-11	-9	3	6	-1	-2
C#CCOCCOCCOCCNc1nc(N2CCN(C(=O)CCCCCCCCCCNC(=O)[C@H](CCCCN)n3cc(C[C@@H](C)CC)nn3)CC2)nc(N2CCN(C(=O)CCCCCCCCCCNC(=O)[C@H](CCCN=C(N)N)n3cc(C[C@@H](C)CC)nn3)CC2)n1	94*	·	6	0	·	17	60*	-12	12	41	10

This part in full, repeating the preview:
SMILES	C8 TRAIL sens	NCOA2 inhibitor	EBV LMP1 NFkB	KKLEB tox	NR2F2 inh	SRC3 inh	TWEAK-Fn14 inh	LRH-1 inv ag	CF NFkB block	TROY signal inh	NCOA1 inh
COc1ccccc1C(CNC(=O)c1ccco1)N1CCCC1 (stereo not drawn)	5	-42	-5	3	1	5	-7	-23	0	-53	-10
CC(=O)Nc1ccc(C(=O)CS(=O)(=O)c2ccc(C)cc2)cc1	-18	-37	5	-9	-13	18	-8	-13	5	-19	-23
COC(=O)c1noc(C)c1-c1ccnn1C(=O)c1ccc(C)cc1	-8	-28	-4	0	-5	-11	-9	3	6	-1	-2
C#CCOCCOCCOCCNc1nc(N2CCN(C(=O)CCCCCCCCCCNC(=O)[C@H](CCCCN)n3cc(C[C@@H](C)CC)nn3)CC2)nc(N2CCN(C(=O)CCCCCCCCCCNC(=O)[C@H](CCCN=C(N)N)n3cc(C[C@@H](C)CC)nn3)CC2)n1	94*	·	6	0	·	17	60*	-12	12	41	10
CCOc1ccc(-n2c(SCc3ccc([N+](=O)[O-])cc3)nnc2-c2ccccc2)cc1	5	-1	11	-7	-2	-5	1	-12	-1	4	5
O=C1OC(C(=O)Nc2nccs2)Cc2ccccc21 (stereo not drawn)	-3	-8	-1	12	-6	-66	-24	-9	-2	-4	-5
CSc1cccc(CN2CCCC(C(=O)Nc3cccc(-n4cccn4)c3)C2)c1 (stereo not drawn)	7	3	-5	2	4	21	-13	27	20	19	4
CSc1ccccc1NC(=O)c1ccc(Cl)s1	-6	4	-3	0	-19	-1	0	-23	-14	-11	8
CC(NC(=S)NCCN1CCOCC1)C12CC3CC(CC(C3)C1)C2 (stereo not drawn)	13	-9	8	-11	-3	-2	1	6	-11	8	10
CCCc1nc2c3ccccc3ccn2c1CC(C)(C)C	4	-1	·	-15	-7	-4	-3	4	11	12	-10
COc1ccc(-c2csc(NC(=O)CCCc3nc4ccccc4c(=O)[nH]3)n2)cc1OC	7	-17	9	4	14	5	15	18	12	-5	-9
CC(Sc1nnnn1-c1ccc(Cl)cc1)C(=O)NCC(=O)Nc1ccc(F)c(F)c1F (stereo not drawn)	-5	-19	0	5	3	14	10	10	-5	11	6

Of the compounds above, two have a Cl atom.
SMILES	C8 TRAIL sens	NCOA2 inhibitor	EBV LMP1 NFkB	KKLEB tox	NR2F2 inh	SRC3 inh	TWEAK-Fn14 inh	LRH-1 inv ag	CF NFkB block	TROY signal inh	NCOA1 inh
CSc1ccccc1NC(=O)c1ccc(Cl)s1	-6	4	-3	0	-19	-1	0	-23	-14	-11	8
CC(Sc1nnnn1-c1ccc(Cl)cc1)C(=O)NCC(=O)Nc1ccc(F)c(F)c1F (stereo not drawn)	-5	-19	0	5	3	14	10	10	-5	11	6

Further results:
SMILES	C8 TRAIL sens	NCOA2 inhibitor	EBV LMP1 NFkB	KKLEB tox	NR2F2 inh	SRC3 inh	TWEAK-Fn14 inh	LRH-1 inv ag	CF NFkB block	TROY signal inh	NCOA1 inh
COc1cccc(N(C(=O)c2snc(C(N)=O)c2N)C(C(=O)NCC2CCCO2)c2ccc3ncccc3c2)c1 (stereo not drawn)	-4	-8	-5	2	-3	0	13	3	16	-15	1
NC(=O)c1ccc(Oc2ccc3c(c2)CCC3)c([N+](=O)[O-])c1	0	-8	6	-13	-8	7	4	-7	-4	22	13
COc1cc(CNCCN(C)C)ccc1OCc1c(F)cccc1Cl	9	-22	-8	-3	-1	22	-16	13	-9	-3	-8
CC1CCCCN1CCCNc1ccc(C(CC(N)=O)NC(=O)Cc2ccc(Cl)cc2)cc1[N+](=O)[O-] (stereo not drawn)	7	-22	11	-9	5	14	12	8	10	11	1
COc1ccc(NC(=O)CSc2nc3[nH]ncc3c(=O)n2-c2ccccc2OC)cc1OC	-16	11	4	-14	13	-3	5	18	-3	-16	-13
CC(C)/C=C1\CCCCC1N(C)C(=O)NC(C)C (stereo not drawn)	-8	12	8	0	11	9	-4	3	-1	2	4
Cc1ccc(S(=O)(=O)NC(=O)Nc2cccc([N+](=O)[O-])c2)cc1	8	-22	3	5	13	5	32	4	-1	17	-30
Cn1c2ccccc2c2nnc(SCC(=O)Nc3ccccc3F)nc21	6	-5	1	4	1	-2	-15	16	-42	-10	11
CCCC(=O)NC(c1ccco1)c1cc([N+](=O)[O-])c2cccnc2c1O (stereo not drawn)	5	-9	-3	-11	-5	-52	24	6	57*	13	-40
CCOC(=O)c1c(NC(=O)CN2C(=O)NC3(CCCCC3C)C2=O)sc(C)c1C (stereo not drawn)	0	-25	8	5	5	16	-28	21	9	-3	9
O=C(O)c1cc2ccccc2[nH]1	8	-11	-6	-5	3	10	-9	30	8	5	-5
O=C(OCC(=O)N1CCOCC1)c1c(Cl)ccc(Cl)c1Cl	-7	2	-8	2	14	-15	-5	-6	12	-24	-15

4 structures out of the list, ordered by length of the SMILES, ascending:
SMILES	C8 TRAIL sens	NCOA2 inhibitor	EBV LMP1 NFkB	KKLEB tox	NR2F2 inh	SRC3 inh	TWEAK-Fn14 inh	LRH-1 inv ag	CF NFkB block	TROY signal inh	NCOA1 inh
O=C(O)c1cc2ccccc2[nH]1	8	-11	-6	-5	3	10	-9	30	8	5	-5
O=C(OCC(=O)N1CCOCC1)c1c(Cl)ccc(Cl)c1Cl	-7	2	-8	2	14	-15	-5	-6	12	-24	-15
Cc1ccc(S(=O)(=O)NC(=O)Nc2cccc([N+](=O)[O-])c2)cc1	8	-22	3	5	13	5	32	4	-1	17	-30
CC1CCCCN1CCCNc1ccc(C(CC(N)=O)NC(=O)Cc2ccc(Cl)cc2)cc1[N+](=O)[O-] (stereo not drawn)	7	-22	11	-9	5	14	12	8	10	11	1

Next section.
SMILES	C8 TRAIL sens	NCOA2 inhibitor	EBV LMP1 NFkB	KKLEB tox	NR2F2 inh	SRC3 inh	TWEAK-Fn14 inh	LRH-1 inv ag	CF NFkB block	TROY signal inh	NCOA1 inh
Cc1c(Cl)cccc1NC(=O)Nc1ccc(C(=O)N2CCCC2)cc1	20	12	-8	-12	-6	-28	6	-18	4	-4	-17
COCCCNC(=O)Cn1ccc(N)nc1=O	10	-14	-3	-10	9	-21	7	-20	10	1	-4
Cc1cccn2c(=O)c(/C=C3\SC(=S)NC3=O)c(NCCCN3CCOCC3)nc12	2	-2	2	-11	-1	-4	-59	14	-23	-2	-4
CC(=O)N1NC(=Nc2ccccc2)SC1(C)C	5	11	20	8	22	-9	7	-3	6	19	-24
O=C(OCC(=O)N1CCN(c2ccccc2)CC1)c1ccccc1NCCO	3	14	-2	-5	-12	-14	32	-7	10	16	-28
CN(c1ccccc1)S(=O)(=O)c1cc(C(=O)Nc2nc3ccccc3[nH]2)ccc1Cl	15	20	14	4	18	-9	79*	-7	18	44	-11
O=C(CSc1nnnn1Cc1ccccc1)Nc1ccc2c(c1)OCCO2	-3	-28	-9	3	-12	-47	-5	12	-4	5	-24
CCC1CCCCN1S(=O)(=O)Cc1ccccc1Cl (stereo not drawn)	-6	17	3	4	14	-14	0	6	15	0	16
O=C(Nc1ccc2c(c1)OCCO2)c1ccc(CN2CCOCC2)cc1	22	-58	-11	7	-15	-45	-3	-64	-21	-5	-59
Cn1ncc([N+](=O)[O-])c1C(=O)Nc1ccc(-c2nc3ccccc3[nH]2)cc1	40	-55	-18	4	-27	-65	-8	-78	3	-40	-49
CC(=O)Nc1ccc(C(=O)Nc2ccc(S(=O)(=O)N3CCOCC3)cc2)cc1	-5	-22	-3	33	4	4	40	-2	-35	26	4
O=C(c1cc2c(ccc3ccccc32)oc1=O)N1CCN(CCO)CC1	-1	-11	4	0	-1	-6	-1	17	-16	-1	5
COc1cccc(NC(=O)N(C)C[C@@H]2Oc3ncc(Br)cc3C(=O)N([C@@H](C)CO)C[C@H]2C)c1	9	11	1	2	-14	-13	8	-5	5	-1	-7
Cc1ccc(O)c(Nc2c3ccccc3nc3ccccc23)c1	13	-2	2	-10	7	-65	-9	14	-25	1	3
O=C(OCc1nnc(-c2ccccc2)o1)c1ccc([N+](=O)[O-])s1	2	-36	0	0	9	2	-4	13	-7	-9	-24
O=C(NCCCN1CCOCC1)c1ccc(CSCc2cccc(Cl)c2)o1	-7	10	5	-9	23	-12	-11	-4	7	-4	8
COc1ccc(C(CCN2CCN(c3ccccc3)CC2)c2c(OC)cc(OC)c3c(-c4ccccc4)cc(=O)oc23)cc1 (stereo not drawn)	9	-9	-7	-6	4	-9	1	9	16	-9	-15
CCCCNC(=O)CO/N=C(\C)c1cc2ccccc2o1	9	-41	-1	9	-1	-21	-29	-26	0	-15	-33
CCCC1(C(=O)OC)NC(c2ccc(OC)c(OC)c2)C2C(=O)N(c3cccc(C(C)=O)c3)C(=O)C21 (stereo not drawn)	21	14	-14	2	18	-11	-3	-8	-3	-10	2
COc1ccc(C(=O)NNC(=O)Cc2ccc(-c3ccccc3)cc2)cc1OC	-1	-2	10	-7	0	12	-6	-9	4	-2	7
Cc1cccc(-n2c(C)n[nH]c2=S)c1C	-1	3	-5	-17	-10	-6	3	7	-3	9	-11

Assay outcomes as filed in PubChem.
